Bioassay records from PubChem.
Rac1 wt GTP bind = wildtype Rac1 GTP binding modulators, primary screen, biochemical, GST-Rac1 beads, flow cytometry, multiplex. fluorescent GTP binding; actives lie on both sides; 0 = cold GTP competed, 100 = untreated. GTP binding activity (% of control), % at 10 µM. hit rate 0.27% among 190,000. AID 757, 2007;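 active means GTP binding activity at least 20 points away from the 100% control level, either lower or higher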
Cdc42 wt = modulators of GTP binding to wildtype Cdc42, primary screen, biochemical, multiplex bead flow cytometry, Bodipy-GTP; Cell division control protein 42 homolog (Homo sapiens), P60953; GST-Cdc42 beads; actives lie on both sides; percent activity (GTP binding), % at 10 µM; hit rate 0.2% among 190,000;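 active means percent activity GTP binding at least 20 points away from the 100% baseline, either down as inhibitor or up as activator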;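 further: median bead fluorescence of bound Bodipy-FL-GTP at 100 nM; 0% = excess unlabeled GTP control and 100% = no compound control; below 100% means less GTP binding so inhibitor and above means activator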
Target sequence (P60953 whole entry, looked up): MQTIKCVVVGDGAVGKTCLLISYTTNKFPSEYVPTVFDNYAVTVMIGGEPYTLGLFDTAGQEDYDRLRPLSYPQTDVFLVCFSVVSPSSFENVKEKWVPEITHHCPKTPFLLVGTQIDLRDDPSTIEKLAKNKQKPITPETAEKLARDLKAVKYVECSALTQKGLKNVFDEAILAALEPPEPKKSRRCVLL
Mcl-1 Bim block = inhibitors of Bim peptide binding to Mcl-1, primary screen, biochemical, bead-based flow cytometry, multiplex. Induced myeloid leukemia cell differentiation protein Mcl-1 (Homo sapiens), Q07820. Bim peptide-Mcl-1 binding. inhibition, % at 10 µM. hit rate 0.1% among 190,000. AID 1009, 2008; in the data active means inhibition above about 40%;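 further: 0% = no compound tracer wells and 100% = peptide blocker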
Target sequence (Q07820 whole entry, looked up): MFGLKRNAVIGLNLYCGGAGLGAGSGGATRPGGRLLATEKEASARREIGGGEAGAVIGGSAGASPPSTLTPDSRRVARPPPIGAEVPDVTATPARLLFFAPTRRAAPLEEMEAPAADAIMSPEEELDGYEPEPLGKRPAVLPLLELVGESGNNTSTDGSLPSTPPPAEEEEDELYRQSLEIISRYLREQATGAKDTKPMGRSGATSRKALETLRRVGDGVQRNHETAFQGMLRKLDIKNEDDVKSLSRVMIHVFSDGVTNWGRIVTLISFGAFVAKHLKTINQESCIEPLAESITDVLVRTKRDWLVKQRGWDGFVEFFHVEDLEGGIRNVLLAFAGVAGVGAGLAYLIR
Pf gamet viab = late stage P. falciparum gametocyte viability inhibitors, primary screen, ATP luminescence, HTS. inhibition, % at 10.9 µM. hit rate 0.065% among 150,000. AID 743093, 2013. P. falciparum stage V gametocytes, 24 h;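 active means inhibition above the mean plus 3 SD of compounds within the control limits, set per campaign, cut at about 38% in these data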;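 further: 0% = DMSO wells and 100% = medium only without gametocytes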
Rac1 mut GTP = GTP binding modulators of activated mutant Rac1, primary screen, biochemical, bead-based flow cytometry, multiplex, fluorescent GTP; Ras-related C3 botulinum toxin substrate 1 (Homo sapiens), P63000; GST-Rac1 activated beads; actives lie on both sides; 100% means binding = to untreated wells; percent activity (GTP binding), % at 10 µM; hit rate 0.11% among 190,000; AID 764, 2007;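 active means GTP binding at least 20 percentage points away from the 100% baseline, in either direction, so actives lie on both sides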
HRas wt GTP = modulators of GTP binding to HRas wildtype, primary screen, biochemical, bead-based flow cytometry, multiplex. GST-Ras wt beads, Bodipy-FL-GTP binding; actives lie on both sides. GTP binding activity, % at 10 µM. hit rate 0.14% among 190,000. AID 759, 2007;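 active means GTP binding activity at least 20% away from the 100% baseline, either lowered as inhibitor or raised as activator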;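 further: 0% = unlabeled GTP competition control and 100% = no-compound control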
Target sequence (P01112 whole entry, looked up): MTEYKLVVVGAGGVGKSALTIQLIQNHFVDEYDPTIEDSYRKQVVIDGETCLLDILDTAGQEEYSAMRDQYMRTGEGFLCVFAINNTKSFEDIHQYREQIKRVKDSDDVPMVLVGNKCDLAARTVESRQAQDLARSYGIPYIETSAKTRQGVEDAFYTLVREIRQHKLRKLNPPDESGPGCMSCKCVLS
Avidin bead fluor = green autofluorescence of compounds with avidin beads – biophysical, 488/530 nm, flow cytometry, artefact control, profiling panel; compound fluorescence 488/530 nm; stronger effect = higher value; fluorescence (KMESF) at 10 µM; hit rate 0.38% among 220,000; in the data active means fluorescence above about 47; further: inactives centre near 10
Mcl1-Noxa inh = Mcl-1/Noxa binding inhibitors, primary screen, biochemical, TR-FRET, 1536-well; Induced myeloid leukemia cell differentiation protein Mcl-1 (Homo sapiens), Q07820; hit rate 1.5% among 220,000; inhibition, % at 21.7 µM; TR-FRET Mcl-1/Noxa peptide binding, 2 h;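 active means compounds that cut the protein-peptide binding signal by more than 50% relative to plate controls in a single-dose test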;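 further: His-tagged Mcl-1 with rhodamine Noxa BH3 peptide and terbium anti-His antibody; 0% = Mcl-1 plus Noxa peptide wells and 100% = peptide-only wells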
Mcl1-Bid inh = Mcl-1/Bid binding inhibitors, primary screen, biochemical, TR-FRET, 1536-well | TR-FRET Mcl-1/Bid-Dy647 peptide binding | Induced myeloid leukemia cell differentiation protein Mcl-1 (Homo sapiens), Q07820 | hit rate 0.97% among 220,000 | inhibition, % at 21.7 µM;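 active means compounds that cut the binding signal by more than half at the single screening dose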;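 further: His-tagged Mcl-1 with europium anti-His antibody binding Bid BH3 peptide; 0% = Mcl-1 plus peptide wells and 100% = peptide-only wells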
Rab7 wt modul = modulators of GTP binding to Rab7, primary screen, biochemical, wildtype, multiplex bead flow cytometry; GST-Rab7 beads, fluorescent GTP binding; actives lie on both sides; untreated = 100%, excess cold GTP = 0%; GTP binding activity (percent of control), % at 10 µM; hit rate 0.055% among 190,000; AID 758, 2007;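 active means fluorescent GTP binding to Rab7 beads changed by at least 20 points from the 100% baseline, either direction, mostly lower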;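 further: median green fluorescence of bound Bodipy-FL-GTP per Rab7 bead population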
Rab2A wt mod = modulators of GTP binding to Rab2A wildtype, primary screen, biochemical, dog, bead-based flow cytometry, multiplex | GST-Rab2 wt beads, Bodipy-GTP binding | GTP binding activity, % at 10 µM | Ras-related protein Rab-2A (Canis lupus familiaris), P61105 | hit rate 0.19% among 190,000 | AID 760, 2007;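 active means GTP binding activity at least 20 points away from 100%, either lowered or raised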;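 further: 0% = beads with excess unlabeled GTP and 100% = no-compound control corrected for plate trend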
* hit, by the source's call.

O=C(CC1SC(=NCCc2ccccc2)N(/N=C/c2cccs2)C1=O)Nc1ccc(Cl)cc1 (configuration not stated) was read as Rac1 wt GTP bind 105, Cdc42 wt 103, Mcl-1 Bim block 15, Pf gamet viab -40, Rac1 mut GTP 101, HRas wt GTP 99, Avidin bead fluor 6, Mcl1-Noxa inh -7, Mcl1-Bid inh -50, Rab7 wt modul 96 and Rab2A wt mod 101.
For O=C(O)Cc1ccc2ocnc2c1 the results were Rac1 wt GTP bind 99, Cdc42 wt 101, Mcl-1 Bim block 0, Rac1 mut GTP 97, HRas wt GTP 101, Avidin bead fluor 35, Mcl1-Noxa inh 5, Mcl1-Bid inh -77, Rab7 wt modul 100 and Rab2A wt mod 101.
For CCC1SC2=NCN(c3ccccc3)CN2C1=O (configuration not stated) the results were Rac1 wt GTP bind 92, Cdc42 wt 95, Mcl-1 Bim block -2, Rac1 mut GTP 92, HRas wt GTP 95, Avidin bead fluor 7, Mcl1-Noxa inh 3, Mcl1-Bid inh -20, Rab7 wt modul 98 and Rab2A wt mod 92.
`CC1=C(C(=O)Nc2ccccc2)C(c2cccc([N+](=O)[O-])c2)Nc2nc3ccccc3n21` (configuration not stated) gave Rac1 wt GTP bind 105, Cdc42 wt 104, Mcl-1 Bim block -7, Pf gamet viab -13, Rac1 mut GTP 101, HRas wt GTP 107, Avidin bead fluor 13, Mcl1-Noxa inh -18, Mcl1-Bid inh -11, Rab7 wt modul 97 and Rab2A wt mod 104.
CC(C)c1ccc(NC(=O)NCc2ccc(F)cc2)cc1 was read as Rac1 wt GTP bind 96, Cdc42 wt 101, Mcl-1 Bim block 1, Pf gamet viab -10, Rac1 mut GTP 94, HRas wt GTP 96, Avidin bead fluor 9, Mcl1-Noxa inh -3, Mcl1-Bid inh -15, Rab7 wt modul 94 and Rab2A wt mod 94.
COC(=O)C1=C(C)N(Cc2ccco2)C(=O)/C1=C\c1ccc(N(C)C)cc1 was read as Rac1 wt GTP bind 102, Cdc42 wt 101, Mcl-1 Bim block 0, Pf gamet viab 5, Rac1 mut GTP 101, HRas wt GTP 102, Avidin bead fluor 14, Mcl1-Noxa inh 54*, Mcl1-Bid inh -66, Rab7 wt modul 102 and Rab2A wt mod 102.
O=C(O)CC/C(=C\c1cccc(NC(=O)c2ccccc2Cl)c1)c1nc2ccccc2s1 was read as Rac1 wt GTP bind 93, Cdc42 wt 87, Mcl-1 Bim block -2, Pf gamet viab 7, Rac1 mut GTP 88, HRas wt GTP 92, Avidin bead fluor 9, Mcl1-Noxa inh 22, Mcl1-Bid inh -17, Rab7 wt modul 98 and Rab2A wt mod 92.
`CCOC(=O)N/N=C/c1cc(C)n(-c2cccc3ccccc23)c1C` gave Rac1 wt GTP bind 97, Cdc42 wt 96, Mcl-1 Bim block 0, Pf gamet viab 7, Rac1 mut GTP 95, HRas wt GTP 96, Avidin bead fluor 11, Mcl1-Noxa inh 25, Mcl1-Bid inh -46, Rab7 wt modul 98 and Rab2A wt mod 92.
For NNC(=O)c1cccc(COc2ccc3c(c2)CCC3)c1 the results were Rac1 wt GTP bind 108, Cdc42 wt 99, Mcl-1 Bim block -2, Pf gamet viab 11, Rac1 mut GTP 99, HRas wt GTP 97, Avidin bead fluor 4, Mcl1-Noxa inh -17, Mcl1-Bid inh 1, Rab7 wt modul 98 and Rab2A wt mod 97.
O=C(c1ccc(Cl)cc1)c1cc([N+](=O)[O-])ccc1N1CCOCC1 was read as Rac1 wt GTP bind 98, Cdc42 wt 96, Mcl-1 Bim block -1, Rac1 mut GTP 97, HRas wt GTP 100, Avidin bead fluor 7, Mcl1-Noxa inh 4, Mcl1-Bid inh -9, Rab7 wt modul 101 and Rab2A wt mod 98.
COc1cc2c(cc1OC)CN(C(=O)CSc1n[nH]c(N)n1)CC2 was read as Rac1 wt GTP bind 98, Cdc42 wt 99, Mcl-1 Bim block 0, Pf gamet viab -2, Rac1 mut GTP 98, HRas wt GTP 101, Avidin bead fluor 10, Mcl1-Noxa inh 9, Mcl1-Bid inh -18, Rab7 wt modul 103 and Rab2A wt mod 105.
Cc1cc(NC(=O)c2noc3c2CCCC3)n(-c2ccccc2)n1 was read as Rac1 wt GTP bind 97, Cdc42 wt 95, Mcl-1 Bim block -2, Pf gamet viab 23, Rac1 mut GTP 95, HRas wt GTP 97, Avidin bead fluor 10, Mcl1-Noxa inh 16, Mcl1-Bid inh -6, Rab7 wt modul 96 and Rab2A wt mod 96.
Screening CC(C)[C@H](NS(=O)(=O)c1cccc(Cl)c1)C(=O)OCC(=O)N1CCN(c2ccccc2)CC1 returned Rac1 wt GTP bind 100, Cdc42 wt 100, Mcl-1 Bim block -5, Pf gamet viab 6, Rac1 mut GTP 98, HRas wt GTP 98, Avidin bead fluor 16, Mcl1-Noxa inh 30, Mcl1-Bid inh 21, Rab7 wt modul 103 and Rab2A wt mod 100.
COc1cccc(CNC(=O)CCC2CCCN(c3cc(C)nc(N)n3)C2)c1 (configuration not stated) was read as Rac1 wt GTP bind 100, Cdc42 wt 99, Mcl-1 Bim block -1, Pf gamet viab -12, Rac1 mut GTP 97, HRas wt GTP 101, Avidin bead fluor 11, Mcl1-Noxa inh 17, Mcl1-Bid inh -14, Rab7 wt modul 99 and Rab2A wt mod 99.
O=c1nc2n(c3sc4c(c13)CCCC4)C(CBr)CS2 (configuration not stated) was read as Rac1 wt GTP bind 106, Cdc42 wt 102, Mcl-1 Bim block -4, Pf gamet viab 8, Rac1 mut GTP 98, HRas wt GTP 100, Avidin bead fluor 26, Mcl1-Noxa inh 26, Mcl1-Bid inh -7, Rab7 wt modul 98 and Rab2A wt mod 98.

Reprinted from the part before: two entries, followed by the next part.
COc1cccc(CNC(=O)CCC2CCCN(c3cc(C)nc(N)n3)C2)c1 (configuration not stated) was read as Rac1 wt GTP bind 100, Cdc42 wt 99, Mcl-1 Bim block -1, Pf gamet viab -12, Rac1 mut GTP 97, HRas wt GTP 101, Avidin bead fluor 11, Mcl1-Noxa inh 17, Mcl1-Bid inh -14, Rab7 wt modul 99 and Rab2A wt mod 99.
O=c1nc2n(c3sc4c(c13)CCCC4)C(CBr)CS2 (configuration not stated) was read as Rac1 wt GTP bind 106, Cdc42 wt 102, Mcl-1 Bim block -4, Pf gamet viab 8, Rac1 mut GTP 98, HRas wt GTP 100, Avidin bead fluor 26, Mcl1-Noxa inh 26, Mcl1-Bid inh -7, Rab7 wt modul 98 and Rab2A wt mod 98.
Screening COc1ccc(OC)c(C(=O)CSc2nnc(Cc3cccs3)n2CCc2ccccc2)c1 returned Rac1 wt GTP bind 111, Cdc42 wt 110, Mcl-1 Bim block -1, Rac1 mut GTP 104, HRas wt GTP 108, Avidin bead fluor 37, Mcl1-Noxa inh 0, Mcl1-Bid inh 2, Rab7 wt modul 104 and Rab2A wt mod 105.
CCOC(=O)C1(CCOc2ccccc2)CCN(Cc2cnc(C)s2)CC1 was read as Rac1 wt GTP bind 103, Cdc42 wt 100, Mcl-1 Bim block 1, Pf gamet viab 12, Rac1 mut GTP 95, HRas wt GTP 98, Avidin bead fluor 6, Mcl1-Noxa inh 4, Mcl1-Bid inh -47, Rab7 wt modul 99 and Rab2A wt mod 99.
For Cn1nc(C(=O)NCCN2CCOCC2)c2ccccc2c1=O the results were Rac1 wt GTP bind 106, Cdc42 wt 105, Mcl-1 Bim block -2, Pf gamet viab 0, Rac1 mut GTP 101, HRas wt GTP 105, Avidin bead fluor 19, Mcl1-Noxa inh -12, Mcl1-Bid inh -2, Rab7 wt modul 99 and Rab2A wt mod 102.
Cc1ccc(-c2cc(C(=O)NN=C3CCCC3)c3ccccc3n2)cc1 was read as Rac1 wt GTP bind 99, Cdc42 wt 98, Mcl-1 Bim block 0, Rac1 mut GTP 97, HRas wt GTP 100, Avidin bead fluor 18, Mcl1-Noxa inh -13, Mcl1-Bid inh -8, Rab7 wt modul 102 and Rab2A wt mod 100.
C[C@]12CC[C@@H]3c4ccc(O)cc4CC[C@H]3[C@@H]1CCC2=O was read as Rac1 wt GTP bind 102, Cdc42 wt 101, Mcl-1 Bim block 0, Rac1 mut GTP 99, HRas wt GTP 101, Mcl1-Noxa inh 8, Mcl1-Bid inh 1, Rab7 wt modul 103 and Rab2A wt mod 99.
`CCOC(=O)Cn1ncc(-c2ccccc2)c1N` gave Rac1 wt GTP bind 108, Cdc42 wt 104, Mcl-1 Bim block -9, Rac1 mut GTP 101, HRas wt GTP 99, Avidin bead fluor 34, Mcl1-Noxa inh 0, Mcl1-Bid inh -17, Rab7 wt modul 97 and Rab2A wt mod 98.
Screening COc1ccc(NC(=O)CN(c2cc(C)cc(C)c2)S(=O)(=O)c2c(C)noc2C)cc1OC returned Rac1 wt GTP bind 110, Cdc42 wt 107, Mcl-1 Bim block -1, Rac1 mut GTP 102, HRas wt GTP 105, Avidin bead fluor 7, Mcl1-Noxa inh -6, Mcl1-Bid inh -16, Rab7 wt modul 102 and Rab2A wt mod 107.
c1nc2nc3c(c(N4CCOCC4)n2n1)CCCC3 was read as Rac1 wt GTP bind 102, Cdc42 wt 101, Mcl-1 Bim block 3, Rac1 mut GTP 97, HRas wt GTP 99, Avidin bead fluor 6, Mcl1-Noxa inh -7, Mcl1-Bid inh -24, Rab7 wt modul 98 and Rab2A wt mod 98.
Cc1ccc(NC(=O)COC(=O)CNC(=O)c2cccc([N+](=O)[O-])c2)cc1S(=O)(=O)N1CCCCCC1 was read as Rac1 wt GTP bind 97, Cdc42 wt 92, Mcl-1 Bim block -1, Pf gamet viab -1, Rac1 mut GTP 93, HRas wt GTP 97, Avidin bead fluor 12, Mcl1-Noxa inh 33, Mcl1-Bid inh -19, Rab7 wt modul 99 and Rab2A wt mod 95.
For COc1ccc(NC(=O)CSc2nnc(Cc3cccn3C)n2-c2ccc(F)cc2)cc1 the results were Rac1 wt GTP bind 104, Cdc42 wt 100, Mcl-1 Bim block -1, Rac1 mut GTP 102, HRas wt GTP 103, Avidin bead fluor 7, Mcl1-Noxa inh 3, Mcl1-Bid inh -40, Rab7 wt modul 105 and Rab2A wt mod 102.
C=CCOC(=O)C1=C(C)NC(SC)=C(C#N)C1c1cccs1 (configuration not stated) was read as Rac1 wt GTP bind 101, Cdc42 wt 103, Mcl-1 Bim block -2, Pf gamet viab 0, Rac1 mut GTP 100, HRas wt GTP 101, Avidin bead fluor 12, Mcl1-Noxa inh 14, Mcl1-Bid inh 1, Rab7 wt modul 101 and Rab2A wt mod 101.
